HT1080NT lethal = qHTS for induction of synthetic lethality in tumor cells producing 2HG: qHTS for the HT-1080-NT fibrosarcoma cell line; HT-1080-NT fibrosarcoma viability, CellTiter-Glo ATP luminescence, 48 h; actives 1.6% (n = 360,000); Potency, µM (highest dose often 46.1 µM), without a hit: at the highest dose activity, negative = less viability, actives largely listed as cytotoxic;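 also: NT is the 2HG producing partner of a matched IDH1 knockdown line; potency is read from the fitted curve at half-maximal effect; 0% = DMSO-treated cells and -100% = media-only wells without cells; nearly all actives have a fitted effect of over 55% in size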
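Luminescent CellTiter-Glo readout after 48 hours of compound exposure at 37 degrees C defined viability of HT-1080-NT cells. Activity was normalized to DMSO wells and cell-free media wells; concentration-response curves were fitted and assigned curve classes.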
KB-V1 cytotox = qHTS assay for MDR1-selective chemotherapeutics: Primary screen using the drug-selected MDR subline cells KB-V1 | KB-V1 MDR cells viability, CellTiter-Glo, 72 h | Potency, µM (series often up to 46.1 µM), for inactives: at the highest dose activity change, negative = cytotoxicity, hits mostly cytotoxic | actives 3.4% (n = 400,000); also: potency is read from the fitted curve at half-maximal effect; % is scaled to controls: 0 for no effect and ±100 for the full control effect; nearly all actives have a fitted effect of over 60% in size
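In this primary screen, KB-V1 cells overexpressing P-gp are incubated with library compounds (lowest to highest concentration) for 72 h at 37 degrees C before a luminescent ATP viability read.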
HT1080 IDH1KD tx = qHTS for induction of synthetic lethality in tumor cells producing 2HG: qHTS for the HT-1080-IDH1KD cell line; HT-1080 IDH1 knockdown viability, ATP luminescence, 48 h; Potency, µM (titrated, usually from 46.1 µM), without a hit: top-dose activity, negative = toxicity, actives largely listed as cytotoxic; actives 2% (n = 360,000);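 also: potency is read from the fitted curve at half-maximal effect; 0% = DMSO wells and -100% = cell-free medium wells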
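Using the IDH1-knockdown HT-1080 line run in the same batch and compound series as the NT line, viability after 48 h at 37 °C was determined by CellTiter-Glo luminescence and expressed as % activity.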
MCF10A rereplic = A quantitative high throughput screen for small molecules that induce DNA re-replication in MCF 10a normal breast cells; MCF 10A DNA re-replication, Hoechst nuclear intensity, 48 h; Potency, µM (top dose mostly 46.1 µM), for inactives: top-dose activity, positive = re-replication, most hits filed as activators; actives 2.9% (n = 350,000); AID 624296, 2012; also: potency is read from the fitted curve at half-maximal effect; % of control where 0% means no effect; nearly all actives have a fitted effect of over 50% in size
ATXN2 expr inh = Primary qHTS for Inhibitors of ATXN expression; actives 0.72% (n = 360,000); HEK-293 ATXN2-luciferase reporter, luminescence, 24 h; Potency, µM (highest dose often 57 µM), for inactives: at the top dose activity change, negative = inhibition, hits mostly inhibitors; also: potency is read from the fitted curve at half-maximal effect; % is scaled to controls: 0 for no effect and ±100 for the full control effect; nearly all actives have a fitted effect of over 55% in size
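ATXN2-luciferase reporter cells (luciferase flanked by upstream and downstream ATXN2 gene portions) were treated 24 h at 37 °C with compounds at up to 57 uM. SteadyGlo luminescence gave expression; GF-AFC fluorescence gave viability.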
SW480 rerep = A quantitative high throughput screen for small molecules that induce DNA re-replication in SW480 colon adenocarcinoma cells | Potency, µM (highest dose often 46.1 µM), for inactives: top-dose re-replication activation, actives largely listed as activators | actives 1.8% (n = 340,000) | AID 624297, 2012 | SW480 DNA re-replication, Hoechst DNA content imaging, 48 h; also: potency is read from the fitted curve at half-maximal effect; % of control where 0% means no effect; nearly all actives have a fitted effect of over 55% in size
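Treated cells incubate 48 hr (37 C, 5% CO2), are stained 40 min with Hoechst, and nuclear fluorescence is enumerated; a rise in nuclei with high DNA signal marks re-replication.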
KB-3-1 tox = qHTS assay for MDR1-selective chemotherapeutics: Primary screen using the parental adenocarcinoma cell KB-3-1. KB-3-1 viability, CellTiter-Glo ATP luminescence, 72 h. Potency, µM (doses to about 46.1 µM), without a hit: at the top dose activity change, negative = cytotoxic, actives largely listed as cytotoxic. actives 1.4% (n = 400,000); also: potency is read from the fitted curve at half-maximal effect; % is scaled to controls: 0 for no effect and ±100 for the full control effect; nearly all actives have a fitted effect of over 60% in size
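Parental KB-3-1 adenocarcinoma cells in phenol-red-free DMEM with 10% FBS were pin-treated with compounds at several concentrations, incubated 72 h at 37 °C, and viability read by CellTiter-Glo luminescence; concentration-effect curves were fitted after normalization.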
IL1B secr inh = qHTS for Inhibitors of Inflammasome Signaling: IL-1-beta AlphaLISA Primary Screen; THP-1 LPS/ATP IL-1B secretion, AlphaLISA, 16 h; stronger effect = lower value; activity change, % at 57.5 µM; actives 4.7% (n = 360,000); in the data active = activity change below about -50%; inconclusive = mostly about -30% to -49%; also: % is scaled to controls: 0 for no effect and ±100 for the full control effect
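Secreted IL-1B measured by AlphaLISA bead assay after 16 h compound exposure of THP-1 cells; compounds (final up to 57.5 uM) added 1 h before LPS (250 ng/mL) and ATP (1.25 mM) stimulation; lower signal means less secretion.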
WRN helicase inh = qHTS for Inhibitors of WRN Helicase; Bifunctional 3'-5' exonuclease/ATP-dependent helicase WRN (Homo sapiens), Q14191; WRN helicase unwinding, fluorescent forked duplex, kinetic; Potency, µM (titrated, usually from 114 µM), without a hit: at the highest dose activity change, negative = inhibition, most hits filed as inhibitors; actives 0.46% (n = 360,000); AID 651768, 2012; also: potency is read from the fitted curve at half-maximal effect; % is scaled to controls: 0 for no effect and ±100 for the full control effect; nearly all actives have a fitted effect of over 55% in size
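Kinetic fluorescence helicase assay: unwinding of a quenched forked DNA duplex (100 nM final) with 2 mM ATP final raises red fluorescence (525/598 nm). Compounds sat 15 min at room temperature with 20 nM WRN beforehand.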
The depositor's hits bear a star; ? = inconclusive; · = not tested or not shown; [ ] = dose if it differs, or a comment. Unless noted, calls follow the shape of the dose curve; as a rule, active = well fitted curve in the direction sought with a large enough effect; inconclusive = small, poorly fitted or top-dose-only effect, or another doubt; inactive = no such curve, though single readings can be large; an effect the other way counts as inactive or inconclusive.

mol	HT1080NT lethal	KB-V1 cytotox	HT1080 IDH1KD tx	MCF10A rereplic	ATXN2 expr inh	SW480 rerep	KB-3-1 tox	IL1B secr inh	WRN helicase inh
Cc1cccc(N2CCN(C(=O)/C=C/c3ccco3)CC2)c1C	12.6%	-23.6%	16.0%	10.6%	0.4%	-2.6%	4.8%	-12.5	-10.2%
CC(Oc1cccc(Cl)c1)C(=O)Nc1cc(S(=O)(=O)N2CCCCC2)ccc1N1CCOCC1 (stereo not drawn)	-9.8%	?	-23.6%	5.3%	-12.1%	16.2%	-19.3%	-5.0	-3.8%
CCOc1cc(C2C(C(C)=O)=C(O)C(=O)N2CCc2c[nH]c3ccccc23)ccc1O (stereo not drawn)	-7.6%	-3.7%	-2.5%	-7.2%	-3.9%	-2.8%	-3.3%	4.7	-4.9%
O=S(=O)(c1ccc(Cl)cc1)N1CCC2(CC1)CO2	2.3%	-12.6%	-5.0%	0.7%	-18.7%	2.0%	0.0%	-56.7*	-6.1%
O=C(CSc1nc2ccccc2c(=O)n1-c1ccc(F)cc1)Nc1cc(S(=O)(=O)N2CCOCC2)ccc1Cl	9.9%	-3.6%	10.3%	-0.2%	-1.6%	-1.9%	0.1%	-12.0	-2.0%
Cc1cc(C)n(C(=O)CNC(=O)CCc2ccccc2)n1	11.5%	4.4%	1.6%	2.6%	-3.9%	-7.7%	10.9%	13.4	-4.4%
CCCSc1ccccc1C(=O)N1CCN(C(=O)c2ccco2)CC1	10.0%	-18.1%	10.9%	-1.0%	-4.4%	1.5%	4.7%	3.1	3.3%
COc1cc(N(C)C)c([N+](=O)[O-])cc1C(=O)N1CCOCC1	6.3%	-1.3%	-0.6%	5.9%	-32.4%	-0.4%	10.1%	-8.8	-6.0%
Cc1onc(-c2c(Cl)cccc2Cl)c1NC(=O)N1CCSCC1	14.7%	5.5%	14.6%	3.6%	8.5%	-8.1%	10.2%	7.7	-16.1%
Cc1ccc(S(=O)(=O)c2c(N)n(NC(=O)c3ccccc3C)c3nc4ccccc4nc23)cc1	?	-23.7%	?	?	-8.1%	10.6%	-3.5%	?	-16.0%
CCOC(=O)Nc1ccc2c(COC(=O)C(NS(=O)(=O)c3ccc(Cl)cc3)C(C)O)cc(=O)oc2c1 (stereo not drawn)	0.2%	6.6%	-0.4%	1.1%	0.2%	0.7%	11.6%	-15.6	-20.3%
CC(=O)Nc1ccc(NC(=O)C2CCCN2S(=O)(=O)c2cccc(C(F)(F)F)c2)cc1 (stereo not drawn)	15.5%	-7.1%	17.3%	-25.0%	0.2%	-9.2%	-0.9%	1.9	7.3%
CC(C)C[C@H](NC(=O)Nc1ccccc1F)C(=O)O	16.0%	25.7%	15.3%	-7.7%	3.9%	1.5%	0.3%	3.9	-1.2%
CCCCCNC(=O)C(c1cccc2ccccc12)n1c(=O)c(-c2ccco2)nc2ccccc21 (stereo not drawn)	?	-27.4%	-16.8%	·	·	·	-8.1%	0.8	-7.4%
O=C(Nc1cccnc1)C1Cc2c(-c3ccco3)ccnc2O1 (stereo not drawn)	3.6%	0.7%	-0.7%	·	0.9%	·	0.0%	-19.2	-4.2%
CC(C)Cn1c(N)c(C(=O)CSc2ncccn2)c(=O)n(C)c1=O	6.0%	?	7.6%	5.1%	6.8%	-11.1%	-2.1%	19.8	-6.6%
CCCCNS(=O)(=O)c1cccc(S(=O)(=O)N2CCCC2)c1	11.8%	-5.3%	2.5%	5.6%	-17.4%	-5.2%	-4.5%	17.7	-8.4%
O=C(/C=C1\NC2(CCCC2)Cc2ccccc21)N1CCOCC1	?	0.0%	?	?	-10.7%	3.3%	0.0%	-15.0	-10.9%
O=C(c1cc(-c2ccc(Cl)cc2)n(-c2ccc(Cl)c(Cl)c2)n1)N1CCOCC1	?	-2.2%	?	?	-34.2%	16.2%	-0.5%	?	2.2%
CCn1cc(C(=O)NCCCOC)c(=O)c2cc(S(=O)(=O)N(C)C3CCCCC3)ccc21	-6.1%	-4.1%	-4.9%	3.2%	-19.8%	-9.1%	?	-6.3	-4.0%
O=C1NC[C@H](Cc2ccc(O)cc2)N(C[C@@H]2CCCN2C[C@H](Cc2ccccc2)N2C[C@H](Cc3ccc(O)cc3)N(CC3CCCCC3)C(=O)C2=O)C1=O	-20.1%	-3.8%	-1.6%	·	20.4%	·	5.7%	-1.1	-4.5%
CC(C)NC(=O)COc1coc(CN2CCN(C(=O)c3ccco3)CC2)cc1=O	-6.5%	12.9%	3.4%	-2.0%	-5.9%	-2.6%	-4.1%	10.3	-4.1%
Cc1ccc2[nH]c(C)c(CCNC(=O)NC3CCCCC3)c2c1	1.8%	?	-0.5%	16.8%	-13.2%	-2.0%	-5.3%	-29.7	1.3%
Cc1onc(-c2ccccc2Cl)c1C(=O)OCC(=O)c1ccccc1	3.8%	?	-18.5%	16.4µM*	4.3%	2.2%	-17.2%	-25.9	-17.2%
Cc1cccc(-c2nnc(SCc3ccc(C#N)cc3)n2Cc2ccco2)c1	-26.0%	?	?	?	-21.2%	-0.4%	-10.8%	-11.1	-15.9%
CCCCCC(=O)Nc1ccc2oc(-c3ccncc3)nc2c1	-8.3%	-2.1%	-18.2%	4.0%	1.6%	-31.4%[inhibitor]	-8.3%	-29.0	-1.4%
COc1ccc(CNc2nc(=S)[nH]c3cc(OC)c(OC)cc23)cc1	10.4%	-0.6%	0.0%	0.8%	·	-5.2%	-0.4%	-6.2	-6.3%
CCOC(=O)c1nc(-c2ccc3c(c2)OCO3)[nH]c1C	?	21.7%	?	26.2%	-17.1%	?	13µM*	10.0	-4.8%
CCOC(=O)c1c(-c2ccc(OC)cc2)oc2cc(Br)c(O)cc12	-11.4%	9.8%	6.8%	14.6µM*	·	0.3%	11.8%	12.2	3.8%
CC(=O)c1sc(N/N=C/c2cccc([N+](=O)[O-])c2)nc1C	0.0%	6.5%	20.7%	16.7%	-19.5%	11.1%	4.3%	-22.6	-4.5%

mol	HT1080NT lethal	KB-V1 cytotox	HT1080 IDH1KD tx	MCF10A rereplic	ATXN2 expr inh	SW480 rerep	KB-3-1 tox	IL1B secr inh	WRN helicase inh
CCN(CC)S(=O)(=O)c1cccc(-c2nnc(SCC(=O)NC)n2N)c1	5.8%	15.3%	6.0%	14.7%	·	-2.5%	1.3%	7.2	1.7%
CC[C@]12c3[nH]c4cc(CCC(=O)N(C)C)ccc4c3CCN1C(=O)[C@@H](CC(=O)NCc1cccc(C(F)(F)F)c1)C[C@@H]2C(=O)N1CCN(C(=O)c2ccco2)CC1	6.9%	-4.4%	3.2%	-6.8%	33.7%	7.7%[9.22 µM]	4.8%	-28.0	10.2%
O=C(COC(=O)c1cccs1)NCc1ccc2c(c1)OCO2	10.0%	4.0%	5.9%	7.3%	-2.1%	0.2%	4.4%	12.8	-6.6%
CCOC(=O)C(C)Sc1nc(=O)n2cccc(C)c2n1 (stereo not drawn)	-0.1%	-9.9%	-10.9%	-6.3%	-18.9%[11.3 µM]	-9.7%	17.8%	-4.4	-26.1%
CCCCn1c(N)c(N(CCOC)C(=O)C2CCN(C(=O)c3ccc(Cl)cc3)CC2)c(=O)[nH]c1=O	3.5%	4.3%	2.3%	7.4%	-17.9%	-2.8%	-2.8%	-5.8	-18.0%
CN(C)c1ccc(/C=N/NC(=O)CCC(=O)NCc2ccccc2)cc1	-1.8%	-1.8%	-0.6%	-2.1%	4.5%	0.3%	1.0%	-7.9	-9.5%
CC(=O)Nc1cccc(C(=O)OC(C)C(=O)Nc2ccc(S(=O)(=O)N3CCCC3)cc2)c1 (stereo not drawn)	-7.6%	18.0%	-1.0%	7.6%	1.0%	-9.2%	-19.3%	-4.8	3.1%
Cc1cc(C)c(NC(=O)COC(=O)Cc2ccsc2)c(C)c1	4.0%	-1.2%	14.4%	4.4%	-0.5%	-6.6%	-1.2%	2.5	9.7%
Cc1ccc(N2C(=O)N(CC(=O)Nc3ccc(C)cc3Cl)C(=O)C2C)cc1 (stereo not drawn)	3.3%	-12.1%	7.0%	2.2%	9.5%	-7.2%	-2.5%	-14.1	-6.0%
O=C(CN1CCN(C(=O)c2cccc(F)c2)CC1)Nc1ccccc1F	0.2%	0.0%	1.3%	2.0%	7.5%	-3.3%	15.7%	16.4	-6.5%

Entries above containing a CF3 group:
mol	HT1080NT lethal	KB-V1 cytotox	HT1080 IDH1KD tx	MCF10A rereplic	ATXN2 expr inh	SW480 rerep	KB-3-1 tox	IL1B secr inh	WRN helicase inh
CC(=O)Nc1ccc(NC(=O)C2CCCN2S(=O)(=O)c2cccc(C(F)(F)F)c2)cc1 (stereo not drawn)	15.5%	-7.1%	17.3%	-25.0%	0.2%	-9.2%	-0.9%	1.9	7.3%
CC[C@]12c3[nH]c4cc(CCC(=O)N(C)C)ccc4c3CCN1C(=O)[C@@H](CC(=O)NCc1cccc(C(F)(F)F)c1)C[C@@H]2C(=O)N1CCN(C(=O)c2ccco2)CC1	6.9%	-4.4%	3.2%	-6.8%	33.7%	7.7%[9.22 µM]	4.8%	-28.0	10.2%
